ADAM17 inh: inhibitors of human ADAM17 | P78536 | recombinant ADAM17, EDANS/DABCYL FRET peptide cleavage | inhibition, % at 6.95 µM | 0.83% of 370,000 active;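 active = inhibition above the mean of compounds lying between control limits plus 3 SD, set per campaign, cut at about 8.5% in these data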;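 note: 0% = DMSO-only wells as the low control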
Target sequence (P78536 215-824 limits assumed): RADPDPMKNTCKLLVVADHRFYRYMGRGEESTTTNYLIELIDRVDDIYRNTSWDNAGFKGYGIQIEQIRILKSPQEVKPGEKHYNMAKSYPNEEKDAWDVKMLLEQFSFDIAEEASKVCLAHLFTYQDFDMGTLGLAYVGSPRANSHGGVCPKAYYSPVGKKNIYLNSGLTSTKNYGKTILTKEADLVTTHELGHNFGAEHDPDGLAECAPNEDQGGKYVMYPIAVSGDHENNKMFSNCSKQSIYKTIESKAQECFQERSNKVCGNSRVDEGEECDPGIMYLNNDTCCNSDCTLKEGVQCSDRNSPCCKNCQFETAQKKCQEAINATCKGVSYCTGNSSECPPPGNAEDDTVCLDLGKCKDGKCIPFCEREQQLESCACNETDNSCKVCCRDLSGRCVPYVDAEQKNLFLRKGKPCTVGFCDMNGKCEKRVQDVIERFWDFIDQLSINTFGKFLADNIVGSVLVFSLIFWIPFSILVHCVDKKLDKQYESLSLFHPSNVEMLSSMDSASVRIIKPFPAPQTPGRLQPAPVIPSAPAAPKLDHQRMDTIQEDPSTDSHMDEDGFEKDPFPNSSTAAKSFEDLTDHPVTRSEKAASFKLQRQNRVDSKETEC
ARFGAP1 inh: rat ARFGAP1 inhibition. 0.26% of 360,000 active. Arfgap1-stimulated ARF1 GTP hydrolysis, GDP FP detection. inhibition, % at 16.5 µM;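 active = inhibition above a per-plate limit, mean inhibition of low control wells plus 3 SD, cut at about 25% in these data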;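 note: 0% = DMSO wells with enzyme and 100% = wells lacking Arfgap1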
Target sequence (Q62848 1-136 limits assumed): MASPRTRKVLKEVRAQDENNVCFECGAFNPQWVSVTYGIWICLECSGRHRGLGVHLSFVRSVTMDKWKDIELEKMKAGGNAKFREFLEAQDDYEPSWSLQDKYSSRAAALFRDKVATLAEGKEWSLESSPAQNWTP
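system = rat Arfgap1 catalytic domain, aa 1-136 | technique = FP, GDP Alexa 633 tracer displaced from anti-GDP antibody, 620/688 nm | compound = one concentration, 16.5 µM, DMSO 1.26% | medium = HEPES-based buffer, pH 7.5 | timing = compound-enzyme preincubation 20 min, reaction 120 min, detection 60 min, 25 °C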
Tn6 DDE FP: DD(E)-Tn6 binding inhibition, primary FP screen | Fibrin DD(E) TRITC-Tn6 fluorescence polarization displacement | inhibition, % at 8.3 µM | 0.21% of 370,000 active | AID 720509;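 active = inhibition above a per-campaign cutoff: mean of compounds within control limits plus 3 SD, cut at about 15% in these data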;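 note: 0% = median of all compound wells on the plate and 100% = blocking peptide control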
PLCg1 inh: inhibitors of human phospholipase C gamma1 | P19174 | purified PLC-gamma1, fluorogenic substrate, fluorescence | inhibition, % at 12.2 µM | 0.84% of 370,000 active; in the data active = inhibition above about 9.5%
SIAE inh: blocks human sialic acid acetylesterase; Q9HAT2; SIAE FP-Rh probe binding, fluorescence polarization; inhibition, % at 9.66 µM; 0.69% of 370,000 active; AID 1053197;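 active = inhibition above a cutoff: mean of compounds within the control limits plus 3 SD of those, cut at about 17% in these data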;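 note: 0% = plate median of compound wells and 100% = probe without SIAE protein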
PLC-beta3 inh: blocks human PLC-beta3 enzyme activity; inhibition, % at 12.2 µM; 0.18% of 370,000 active; Purified PLC-beta3, fluorogenic substrate, fluorescence; Q01970; in the data active = inhibition above about 11%;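 note: 0% = median of compound wells on plate and 100% = full blocker control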
DDE Tn7 FP inh: inhibitors of Tn7 peptide binding to human fibrin DD(E). P02675. inhibition, % at 8.3 µM. AID 720508. FP displacement of FITC-Tn7 peptide from fibrin DD(E); 0% = median of compound wells per plate. 0.13% of 370,000 active;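 active = inhibition above the mean of compounds falling within the control limits plus 3 SD of them, cut at about 14% in these data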;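 note: 0% = plate median of compound wells and 100% = 10 µM Aha-Tn7 peptide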
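Assay system: human fibrin DD(E). Input: DD(E) 2 µM final. Medium: Tris buffer with calcium and detergent, pH 7.8. Compound dosing: single point at 8.3 µM. Timing: 10 min plus 3 h, room temperature. Technique: fluorescence polarization of the labelled Tn7 tracer. Read-out: percent inhibition. Replicates: singlicate testing.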
TDP2 inh: TDP2 (human) inhibition, absorbance primary screen; inhibition, % at 12.8 µM; recombinant TDP2, T5PNP hydrolysis, p-nitrophenol absorbance 415 nm; 0.34% of 370,000 active;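 active = inhibition above the mean of all tested compounds plus 3 SD, set per campaign, cut at about 25% in these data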;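 note: 0% = DMSO with enzyme and 100% = buffer with substrate but no TDP2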
Target sequence (O95551 whole entry, looked up): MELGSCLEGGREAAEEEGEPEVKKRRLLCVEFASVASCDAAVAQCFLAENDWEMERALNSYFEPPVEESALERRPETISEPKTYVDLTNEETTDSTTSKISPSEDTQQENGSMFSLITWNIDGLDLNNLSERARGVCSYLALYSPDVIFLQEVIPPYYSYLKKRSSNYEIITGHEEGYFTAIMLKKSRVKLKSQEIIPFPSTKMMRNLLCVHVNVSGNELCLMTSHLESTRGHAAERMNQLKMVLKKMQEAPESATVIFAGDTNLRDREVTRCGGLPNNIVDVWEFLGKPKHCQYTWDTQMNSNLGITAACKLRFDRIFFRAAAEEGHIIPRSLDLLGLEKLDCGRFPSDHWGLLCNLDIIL
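Incubation: 2 h at 37 °C; Test system: recombinant human TDP2; Quantity: enzyme 120 nM; Read-out basis: percent inhibition; Medium: 50 mM Tris-HCl pH 7.5 with Mg2+, KCl, DTT, BSA; Repeats: single replicate; Compound: 12.8 µM single point, 1% DMSO; Signal: epi absorbance; Reagent: 5 mM T5PNP chromogenic substrate; Benchmarks: no-enzyme high, DMSO-plus-enzyme low.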
ASAP1 inh: inhibitors of human ASAP1 ArfGAP activity | Q9ULH1 | ASAP1-stimulated ARF1 GTP hydrolysis, GDP FP detection | inhibition, % at 16.5 µM | 0.19% of 360,000 active; in the data active = inhibition above about 25%;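 note: 0% = vehicle with enzyme and substrate and 100% = no enzyme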
ADAM10 inh: ADAM10 inhibition, QFRET primary screen. O14672. AID 720582. inhibition, % at 7 µM. 0.62% of 370,000 active. recombinant ADAM10, EDANS/DABCYL FRET peptide cleavage, 3 h;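 active = inhibition above a per-campaign cutoff equal to the mean of compounds falling between control-based bounds plus 3 SD, cut at about 20% in these data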;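 note: 0% = DMSO wells while the 100% control is not disclosed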
Active calls of the source: *; i = inactive.

ADAM17 inh	ARFGAP1 inh	Tn6 DDE FP	PLCg1 inh	SIAE inh	PLC-beta3 inh	DDE Tn7 FP inh	TDP2 inh	ASAP1 inh	ADAM10 inh	canonical_smiles
2	-6	0	5	3	2	-3	-7	3	-6	COc1cc(/C=N/NC(=O)c2cnccn2)ccc1O
4	5	6	2	2	3	0	-1	0	-5	Cc1ccc(C(=O)N2[C@@H]3CN(C)C(=O)[C@@]2(C)[C@H]2C(=O)N(C)C(=O)[C@@H]32)cc1
0	-1	-2	-5	-1	-4	1	6	-14	-3	COc1ccc(N2C(=O)CNC2=S)cc1
-2	0	7	3	6	4	-6	-2	5	-6	O=C(c1ccco1)N1CCN(Cc2ccccc2Br)CC1
2	8	2	6	3	0	-2	-8	-6	-2	Cc1ccccc1NC(=O)c1cc(=O)c2ccccc2o1
-2	-10	6	1	-4	0	-3	-10	-13	-4	CCOC(=O)C1CCN(C(=O)CCc2c(C)nc3ncnn3c2C)CC1
-3	-5	5	1	1	1	1	-2	-6	3	Cc1c(-n2c(CN3C(=O)c4ccccc4C3=O)nc3ccccc3c2=O)c(=O)n(-c2ccccc2)n1C
-6	9	0	-66	2	-92	-2	6	6	-7	CCN1CCc2c(sc(NC(=O)c3ccc(S(=O)(=O)N4CC(C)OC(C)C4)cc3)c2C(N)=O)C1 (stereo not drawn)
2	-8	0	-10	4	-23	1	-4	0	8	CCOc1ccccc1NC(=O)c1c(NC(=O)CCC(=O)O)sc2c1CCCCC2
2	3	-1	0	-3	5	-6	-6	14	11	NC(=O)CC(NC(=O)c1cccc(Br)c1)c1ccc(N2CCCCCC2)c([N+](=O)[O-])c1 (stereo not drawn)
-4	-2	6	-1	-6	-1	3	-1	4	-6	COc1cc(C(=O)NNC(=O)c2cc(C)[nH]n2)cc(OC)c1OC
-1	14	5	1	-1	-1	-3	4	-9	0	CCC(c1nnnn1C(C)(C)C)N1CCN(c2cc(Cl)ccc2C)CC1 (stereo not drawn)
-2	-4	1	-2	1	-1	-3	-1	1	-2	CCOc1ccc(CNC(=O)CCC(=O)n2ncc3ccc(Cl)cc32)cc1
-1	4	-7	0	-4	-1	-4	-8	7	-4	CN1CCN(S(=O)(=O)c2cccc(C(=O)N(C)CC(=O)Nc3ccc(Cl)c(Cl)c3)c2)CC1
-4	3	2	-10	2	-9	10	12	1	-3	Cc1ccc(NC(=O)C(C)N2CCCc3ccccc32)cc1S(=O)(=O)N1CCOCC1 (stereo not drawn)
0	2	-8	8	-2	3	-6	-4	1	4	Cc1ccc(CNS(=O)(=O)N(C)C)cc1
1	-12	-5	-2	-3	-2	5	7	-23	0	Cc1cc2ncc(C(=O)Nc3ccsc3C(=O)O)c(C)n2n1
0	-4	-4	1	-3	1	-8	-16	-23	8	CCOc1ccccc1NC(=O)CC1(CC(=O)N2CCOCC2)CCCC1
-6	4	-4	-2	-2	0	4	-3	3	6	COCCn1c(=O)c2cc3c(=O)n(CCOC)c(=O)c3cc2c1=O
-3	-5	8	-2	-2	0	0	4	14	0	O=C(Nc1ccc(Cl)cc1C(=O)NCC1CCCO1)c1ccco1 (stereo not drawn)
-13	-8	-2	-63	-22	-89	-4	3	1	-61	CC(=NO)c1ccc2c(c1)C(=NO)c1ccccc1-2
1	-5	5	0	4	-1	1	-1	-2	-1	Cc1cccnc1NC(=O)Nc1cccc(Cl)c1
-8	-7	6	4	0	-10	3	8	-15	-6	COc1ccccc1N(CC(=O)N/N=C/c1ccccc1C(=O)O)S(C)(=O)=O
-1	6	8	4	6	-1	3	4	-8	-4	O=C(CSc1nnc(-c2c[nH]c3ccccc23)n1C1CC1)NC1CCS(=O)(=O)C1 (stereo not drawn)
-3	-14	4	1	12	-12	7	-3	2	2	O=C(NCCc1c[nH]c2ccccc12)C(=O)NCC1OCCN1S(=O)(=O)c1cc(F)ccc1F (stereo not drawn)
-4	-2	3	-5	-9	-9	-5	-4	-4	-4	Cc1cccc(NS(=O)(=O)c2ccc(C)c(NS(=O)(=O)c3cccs3)c2)c1
-1	-8	-1	-1	2	-2	1	13	-6	2	COc1ccc(S(=O)(=O)Nc2ccc(S(=O)(=O)Nc3cc(C)nc(C)n3)cc2)cc1OC
2	0	1	-4	6	-6	6	7	-2	-3	COc1cccc(CNC(=O)c2nnn(CC(=O)Nc3cccc(C)c3)c2N)c1
-9	3	6	1	1	7	8	10	-21	-10	Cc1cccc(C(=O)Nc2ccc(NC(=O)c3cccc(C)c3)cc2)c1
-1	3	-4	-1	-3	-6	-2	-6	16	1	COc1ccc(-c2ccccc2)cc1NC(=O)c1ccncc1

Sorted by count of non-hydrogen atoms (low to high): 3 of the compounds above.
ADAM17 inh	ARFGAP1 inh	Tn6 DDE FP	PLCg1 inh	SIAE inh	PLC-beta3 inh	DDE Tn7 FP inh	TDP2 inh	ASAP1 inh	ADAM10 inh	canonical_smiles
2	-6	0	5	3	2	-3	-7	3	-6	COc1cc(/C=N/NC(=O)c2cnccn2)ccc1O
2	0	1	-4	6	-6	6	7	-2	-3	COc1cccc(CNC(=O)c2nnn(CC(=O)Nc3cccc(C)c3)c2N)c1
-6	9	0	-66	2	-92	-2	6	6	-7	CCN1CCc2c(sc(NC(=O)c3ccc(S(=O)(=O)N4CC(C)OC(C)C4)cc3)c2C(N)=O)C1 (stereo not drawn)

Carrying on:
ADAM17 inh	ARFGAP1 inh	Tn6 DDE FP	PLCg1 inh	SIAE inh	PLC-beta3 inh	DDE Tn7 FP inh	TDP2 inh	ASAP1 inh	ADAM10 inh	canonical_smiles
-1	-8	2	1	-2	5	-2	5	-9	-1	COC(=O)C[C@H]1C=C[C@@H](NC(=O)Nc2c(C)noc2C)[C@@H](CO)O1
3	-10	-3	1	-4	2	2	9	18	5	COC(CNC(=O)c1ccc2c(=O)n(Cc3ccc4c(c3)OCO4)c(=S)[nH]c2c1)OC
3	1	3	5	-5	-5	2	-2	6	-2	COc1ccc(NC(=O)c2cc(=O)[nH]c3ccccc23)cc1S(=O)(=O)N1CCOCC1
-6	0	-3	-37	-3	-3	0	8	10	5	COC(=O)c1ccc(CSc2nnc(NC(=O)C3CCCO3)s2)cc1 (stereo not drawn)
-3	5	-11	0	13	2	-8	5	16	2	c1ccc(Cn2cc(CNc3ccccc3)nn2)cc1
4	-1	1	-1	2	-3	-1	-5	-16	0	O=C(COC(=O)c1cccc(Cl)c1Cl)NCc1cccs1
1	-14	10	-4	-37	-7	7	-18	5	-5	CC(C)n1c(CNC(=O)c2ccccc2F)nnc1SCC(=O)NC1CCCCC1
-6	8	-13	1	6	3	4	-7	7	-9	CCn1c(SCC(=O)N(C)CCC#N)nc2cc(S(=O)(=O)N3CCOCC3)ccc21
-2	7	-6	1	2	1	-2	7	9	7	O=c1c2c(ncn1CCO)nc1n2CCC1
-1	-5	1	-1	2	-1	1	-4	13	3	COc1ccc(N2CCN(C(C)=C3C(=O)c4ccccc4C3=O)CC2)cc1
0	-1	0	1	4	-2	2	8	-5	2	O=C(CN1CCCCC1)Nc1ccc(Br)cc1[N+](=O)[O-]
-263	-1	2	i	-2	i	2	2	-3	i	Cc1ccccc1-c1coc2cc(O)ccc2c1=O
2	0	-1	-9	5	-15	1	-12	-15	-16	COC(=O)[C@@]1(Cc2ccc(F)cc2)[C@H]2c3cc(C(=O)N(C)C)n(CCSCCO)c3C[C@H]2CN1C(=O)c1ccccc1
-17	1	0	-8	1	-10	6	-6	3	-39	Cc1cc(N2CCN(C)CC2)nc2ccc(NC(=O)CCC(=O)NCCc3ccc(Cl)cc3)cc12
-3	3	-7	-1	-9	-4	-3	9	-12	-7	COc1cc(/C=C2/C(=O)ON=C2C)cc(Cl)c1O
-1	5	8	4	-3	0	8	-2	-19	-1	Cc1cc2c3c(c1C)C1(C(=O)N3C(C)(C)CC2C)C(C#N)=C(N)Oc2n[nH]c(C)c21 (stereo not drawn)
10*	6	-2	4	5	5	-9	-4	0	21*	C=CCN1c2ccccc2[C@]23C[C@@H](C(=O)OC)N(C(=O)NC4CCCC4)C2=NC(C(=O)OC)=C(C(=O)OC)[C@H]13
2	10	-7	2	4	3	-8	6	-3	6	O=C(NNC(=O)c1cccnc1)Nc1ccc(Cl)c(Cl)c1
-4	-3	-4	-2	1	3	-2	0	-11	-1	CC12CCC(CC1O)C2C(=O)O (stereo not drawn)
1	-2	-4	1	2	0	1	-10	4	3	CC(C)c1ccc(/C=N/NC(=O)C(=O)NCCCN2CCOCC2)cc1
-1	-10	8	0	3	0	11	-7	-5	6	Cc1ccccc1C(=O)Nc1cccc(N)c1

Reprinted from above (15 entries):
ADAM17 inh	ARFGAP1 inh	Tn6 DDE FP	PLCg1 inh	SIAE inh	PLC-beta3 inh	DDE Tn7 FP inh	TDP2 inh	ASAP1 inh	ADAM10 inh	canonical_smiles
-1	-8	2	1	-2	5	-2	5	-9	-1	COC(=O)C[C@H]1C=C[C@@H](NC(=O)Nc2c(C)noc2C)[C@@H](CO)O1
3	-10	-3	1	-4	2	2	9	18	5	COC(CNC(=O)c1ccc2c(=O)n(Cc3ccc4c(c3)OCO4)c(=S)[nH]c2c1)OC
3	1	3	5	-5	-5	2	-2	6	-2	COc1ccc(NC(=O)c2cc(=O)[nH]c3ccccc23)cc1S(=O)(=O)N1CCOCC1
-6	0	-3	-37	-3	-3	0	8	10	5	COC(=O)c1ccc(CSc2nnc(NC(=O)C3CCCO3)s2)cc1 (stereo not drawn)
-3	5	-11	0	13	2	-8	5	16	2	c1ccc(Cn2cc(CNc3ccccc3)nn2)cc1
4	-1	1	-1	2	-3	-1	-5	-16	0	O=C(COC(=O)c1cccc(Cl)c1Cl)NCc1cccs1
1	-14	10	-4	-37	-7	7	-18	5	-5	CC(C)n1c(CNC(=O)c2ccccc2F)nnc1SCC(=O)NC1CCCCC1
-6	8	-13	1	6	3	4	-7	7	-9	CCn1c(SCC(=O)N(C)CCC#N)nc2cc(S(=O)(=O)N3CCOCC3)ccc21
-2	7	-6	1	2	1	-2	7	9	7	O=c1c2c(ncn1CCO)nc1n2CCC1
-1	-5	1	-1	2	-1	1	-4	13	3	COc1ccc(N2CCN(C(C)=C3C(=O)c4ccccc4C3=O)CC2)cc1
0	-1	0	1	4	-2	2	8	-5	2	O=C(CN1CCCCC1)Nc1ccc(Br)cc1[N+](=O)[O-]
-263	-1	2	i	-2	i	2	2	-3	i	Cc1ccccc1-c1coc2cc(O)ccc2c1=O
2	0	-1	-9	5	-15	1	-12	-15	-16	COC(=O)[C@@]1(Cc2ccc(F)cc2)[C@H]2c3cc(C(=O)N(C)C)n(CCSCCO)c3C[C@H]2CN1C(=O)c1ccccc1
-17	1	0	-8	1	-10	6	-6	3	-39	Cc1cc(N2CCN(C)CC2)nc2ccc(NC(=O)CCC(=O)NCCc3ccc(Cl)cc3)cc12
-3	3	-7	-1	-9	-4	-3	9	-12	-7	COc1cc(/C=C2/C(=O)ON=C2C)cc(Cl)c1O
